Abeta rescue: A-beta toxicity reversal in yeast | yeast expressing A-beta42, growth rescue, OD600, 48 h; response scale: 0% DMSO, 100% iron-clioquinol control | Potency, µM (highest dose often 46.1 µM), inactives show top-dose growth rescue, hits mostly activators | 0.063% of 410,000 active; also: potency is read from the fitted curve at half-maximal effect; nearly all actives have a fitted effect of over 55% in size
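Yeast A-beta toxicity model in growth medium with pinned compounds, 48 h at 30 C; growth read as absorbance at 600 nm. Normalized to FeCl3/clioquinol equimolar mix (positive) and DMSO (negative).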
PLK1 PBD block: PLK1 (human) polo-box domain binding inhibition | P53350 | Plk1 PBD binding of FITC phosphopeptide, fluorescence polarization | Potency, µM, for inactives: max response, negative = inhibition, actives largely listed as inhibitors | 2.8% of 360,000 active | AID 720504; also: potency is read from the fitted curve at half-maximal effect; series mostly up to about 57 µM; % is scaled to controls: 0 for no effect and ±100 for the full control effect; nearly all actives have a fitted effect of over 65% in size
Target sequence (P53350 whole entry, looked up, the tested form may be a part): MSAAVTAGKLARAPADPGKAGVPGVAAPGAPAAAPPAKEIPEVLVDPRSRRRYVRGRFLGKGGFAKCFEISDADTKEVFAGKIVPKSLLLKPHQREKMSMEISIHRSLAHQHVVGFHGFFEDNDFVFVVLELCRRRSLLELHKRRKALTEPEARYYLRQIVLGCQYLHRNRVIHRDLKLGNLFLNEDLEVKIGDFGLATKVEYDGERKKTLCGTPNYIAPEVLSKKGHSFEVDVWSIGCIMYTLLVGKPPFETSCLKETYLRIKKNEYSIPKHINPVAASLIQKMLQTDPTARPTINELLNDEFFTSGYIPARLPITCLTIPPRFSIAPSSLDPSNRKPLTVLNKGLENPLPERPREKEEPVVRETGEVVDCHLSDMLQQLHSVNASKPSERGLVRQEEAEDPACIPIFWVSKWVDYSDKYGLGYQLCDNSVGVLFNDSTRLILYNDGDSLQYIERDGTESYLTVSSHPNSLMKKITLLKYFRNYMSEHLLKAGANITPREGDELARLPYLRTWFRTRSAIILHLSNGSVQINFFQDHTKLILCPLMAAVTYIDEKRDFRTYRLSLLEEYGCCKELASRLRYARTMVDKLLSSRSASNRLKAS
aSyn yeast inh: rescues yeast growth from alpha-synuclein toxicity. 0.14% of 370,000 active. Yeast expressing alpha-synuclein, growth rescue, BacTiter-Glo, 24 h. Potency, µM (titrated, usually from 46.1 µM), for inactives: at the top dose growth rescue (activation), hits mostly activators; also: potency is read from the fitted curve at half-maximal effect; % of control where 0% means no effect; nearly all actives have a fitted effect of over 65% in size
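Screening used galactose-induced yeast with toxic alpha-synuclein levels, exposed to compound for 24 hr at 30 deg C. Cell growth, read with BacTiter-Glo luminescence, gave the measured signal.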
WRN helicase inh: inhibitors of human WRN helicase; WRN helicase unwinding, fluorescent forked duplex, kinetic; Q14191; 0.46% of 360,000 active; Potency, µM (top dose mostly 114 µM), for the others: at the highest dose activity change, negative = inhibition, actives largely listed as inhibitors; also: potency is read from the fitted curve at half-maximal effect; % is scaled to controls: 0 for no effect and ±100 for the full control effect; nearly all actives have a fitted effect of over 55% in size
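Primary qHTS, 1536-well format. 20 nM WRN + compound, 15 min RT; start with 100 nM forked fluorophore/quencher duplex, 2 mM ATP (final); kinetic read ex 525/em 598 nm.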
EPAC1 antag: antagonists of human EPAC1; 0.14% of 360,000 active; Potency, µM (top dose mostly 115 µM), for the others: at the highest dose activity change, negative = inhibition, actives largely listed as inhibitors; EPAC1 GEF assay, Rap1b-BODIPY-GDP exchange fluorescence; O95398;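 also: potency is read from the fitted curve at half-maximal effect; plate controls were vehicle for no effect and positive control for full effect; nearly all actives have a fitted effect of over 50% in size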
EPAC1 ag: EPAC1 (human) agonism. Potency, µM (doses to about 154 µM), for the others: at the top dose activation, usual class: activators. EPAC1 agonist qHTS, biochemical assay; response scale: 100% = response to 6.5 mM cAMP. 0.073% of 360,000 active. O95398; also: potency is read from the fitted curve at half-maximal effect; nearly all actives have a fitted effect of over 60% in size
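Read-out is the fluorescence drop as BODIPY-GDP leaves Rap1B (480 nm excitation, 540 nm emission), recorded every 5 minutes over 30 minutes. Reactions held 100 nM EPAC1, 250 nM Rap1B–BODIPY-GDP and 50 uM GDP, with 6.5 mM cAMP setting full activation.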
IL-2 act: activators of IL-2; IL-2 activation reporter assay, cell-based qHTS; stimulated with anti-CD3/CD4/CD28 beads; in transgenic mouse T cells; activation, % (series mostly up to about 46 µM); 0.065% of 360,000 active; in the data active = activation above about 50%; inconclusive = mostly about 30% to 49%; also: 0% is about no effect
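Unstimulated transgenic mouse T cells preincubated 60 min with compound, then stimulated with anti-CD3/anti-CD4-coated beads plus anti-CD28 for 18 h at 37 degrees C. IL-2 response read as EGFP and DsRed fluorescence by plate cytometry.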
PI5P4Ka inh: blocks human PI5P4K alpha kinase activity; P48426; PI5P4Kalpha enzyme, ADP-Glo luminescence, 60 min; stronger effect = lower value; max response, %; 1.2% of 330,000 active; active = max response of -50% or lower; inconclusive = between -30% and -50%; inactive = -30% or higher; also: value at the top dose of about 77 µM; % is scaled to controls: 0 for no effect and ±100 for the full control effect
Target sequence (P48426 whole entry, looked up): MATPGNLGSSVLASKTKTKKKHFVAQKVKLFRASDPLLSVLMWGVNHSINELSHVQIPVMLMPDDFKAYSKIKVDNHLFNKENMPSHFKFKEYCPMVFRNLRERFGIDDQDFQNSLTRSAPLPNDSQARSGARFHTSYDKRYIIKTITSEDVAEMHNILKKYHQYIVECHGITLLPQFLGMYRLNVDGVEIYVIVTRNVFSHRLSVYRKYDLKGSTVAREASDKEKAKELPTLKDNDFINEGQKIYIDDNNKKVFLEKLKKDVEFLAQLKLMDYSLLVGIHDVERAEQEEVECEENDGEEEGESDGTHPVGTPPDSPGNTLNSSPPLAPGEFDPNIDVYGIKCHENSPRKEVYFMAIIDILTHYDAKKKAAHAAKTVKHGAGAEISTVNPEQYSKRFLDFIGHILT
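Luminescence from ADP-Glo served as readout of PI5P4Kalpha activity in a qHTS format. Reaction: enzyme, substrate, compound, ATP at 5 microM final, 60 min at RT.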
FUS yeast rescue: FUS proteinopathy suppression in yeast. S. cerevisiae FUS-expressing, growth rescue, OD600, 24 h. Potency, µM (titrated, usually from 76.6 µM), without a hit: at the highest dose growth rescue (activation), usual class: activators. 0.24% of 390,000 active;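 also: potency is read from the fitted curve at half-maximal effect; plate controls were DMSO vehicle for no effect and reference control for full effect; nearly all actives have a fitted effect of over 55% in size; some results filed as inactive show a strong effect at the top dose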
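Galactose (2%) drives FUS expression in yeast precultured in raffinose; seeding density OD 0.005. Test compounds incubated 24hr at 30C and 99% humidity before absorbance at 600 nm was measured.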
Starred values were filed as active, the others as inactive; ? = inconclusive; nt = not tested or not shown; & = joins results of further samples; [ ] = dose if it differs, or a comment. Unless noted, calls follow the shape of the dose curve; as a rule, active = well fitted curve in the direction sought with a large enough effect; inconclusive = small, poorly fitted or top-dose-only effect, or another doubt; inactive = no such curve, though single readings can be large; an effect the other way counts as inactive or inconclusive.

SMILES	Abeta rescue	PLK1 PBD block	aSyn yeast inh	WRN helicase inh	EPAC1 antag	EPAC1 ag	IL-2 act	PI5P4Ka inh	FUS yeast rescue
Cn1c(/C=C/c2ccc(Cl)cc2)nc2ccccc2c1=O	-7%	?	1%	-16%	-3%	-8%	0.0	-27	16%
CCc1ccc(OC(=O)/C=C/c2ccco2)cc1	5%	-5%	-8%	-9%	3%	9%	-0.3	-1	-9%
CCc1ccc(S(=O)(=O)NC(CC(=O)O)c2ccccc2)cc1 (stereo not drawn)	6%	1%	0%	-3%	13%	6%	-0.6	nt	-8%
Cc1cc(C)cc(OCC(=O)OCC(=O)NC2CCCCCCC2)c1	25%	-1%	0%	-11%	-10%	?	-0.2	5	33%
Cc1ccc(NC2=C(Cl)C(=O)OC2OC(=O)c2ccco2)cc1C (stereo not drawn)	7%	-11%	-1%	-11%	-4%	-1%	-0.2	10	nt
COc1ccc(/C(C)=N/OCC(=O)Nc2nc3ccccc3s2)cc1OC	-1%	-1%	9%	-6%	-3%	17%	-0.8	5	nt
CNCc1ccccc1Sc1cccc(O)c1	1%	-5%	1%	-10%	10%	-8%	-0.8	16	2%
COc1ccccc1C(=O)C1CCCN(C(=O)c2ccccc2C(C)=O)C1 (stereo not drawn)	-4%	1%	11%	0%	23%	1%	-2.2	0	-1%
O=C(NC1CCCCC1)C1CCCN1S(=O)(=O)c1cccc2nsnc12 (stereo not drawn)	-10%	-3%	-7%	5%	-10%	4%	-0.6	nt	-5%
CCN(CC)C(=O)c1cnn(-c2ccccc2)c1NC(=O)c1ccco1	-2%	-10%	-1%	0%	-9%	7%	0.1	nt	?
CC1CCN(S(=O)(=O)c2ccc(NC(=O)CN3CCCCCC3)cc2)CC1	-10%	-5%	0%	5%	-11%	-5%	-0.2	8	32%
CC1CCN(CCCn2c(=S)[nH]c3c(sc4ccccc43)c2=O)CC1	-2%	-8%	2%	-5%	-10%	-1%	-0.8	-14	26%
CC(C)c1ccc2oc(=O)cc(CN3CCN(Cc4ccccc4)CC3)c2c1	5%	-9%	0%	-2%	-2%	8%	0.0	3	-3%
Cc1onc(-c2ccccc2)c1-c1csc(N/N=C/c2ccccc2Cl)n1	4%	-5%	-5%	-10%	18%	9%	0.9	-10	26%
CCOC(=O)c1cnc(-n2cc(C)cn2)nc1Nc1ccccc1OC	15%	0%	2%	6%	-3%	-5%	5.9	nt	12%
Cn1c(=O)c2c(nc(NCc3ccco3)n2Cc2ccccc2Cl)n(C)c1=O	4%	-11%	0%	-7%	0%	0%	-0.2	11	22%
C[C@@H]1CN([C@@H](C)CO)C(=O)Cc2cc(NS(=O)(=O)c3cn(C)cn3)ccc2O[C@@H]1CN(C)C(=O)Nc1ccccc1	3%	-21%	-5%	3%	-4%	-2%	1.3	-8	-1%
CCCCN1Cc2c(nc3cc(-c4ccccc4)[nH]n3c2=O)C1=O	-12%	-9%	2%	-7%	-7%	8%	-2.1	?	11%
COc1ccc(C=CC(=O)c2ccc(OCc3ccccc3)c(OC)c2)cc1OC	5%	6%	0%	-9%	3%	4%	-4.4	0	?
COc1cc2nc(NC(=O)c3ccc(F)cc3Cl)sc(=O)c2cc1OC	-12%	?	-9%	-20%	?	5%	-2.5	-2	15%
O=C(CCn1c(=O)c2ccccc2n(Cc2ccccc2)c1=O)NCc1ccc2c(c1)OCO2	7%	-10%	0%	-26%	-6%	-4%	1.0	-4	-9%
COc1ccc(C2CC(=O)C3=C(C2)Nc2ccccc2N(C(C)=O)C3c2ccco2)cc1 (stereo not drawn)	-7%	-1%	2%	-4%	-1%	4%	0.3	nt	24%
C=CC[n+]1ccc2ccccc2c1C	-27%	?	-3%	-32%	-19%	2%	-0.9	-18	12%
COc1ccc(N(C)C(=O)c2cn(C)c(=O)c3cc(OC)c(OC)cc23)cc1	-8%&-12%	-8%	-3%	-1%	-14%	-4%	0.4	1	21%&12%
COc1cc(/C=C/C(=O)O)ccc1OS(=O)(=O)c1c(C)cc(C)cc1C	-7%	-17%	-2%	-7%	-8%	4%	0.4	2	16%
CCOC(=O)c1c(C)[nH]c(C)c1C(=O)CSc1nc2ccccc2c(=O)n1-c1ccc(C)cc1	1%	0%	0%	5%	7%	3%	4.8	0	nt
COC(=O)c1cc2ccccc2c(-c2c(OC)c(C(=O)OC)cc3ccccc23)c1OC	2%	-12%	-9%	-16%	13%	16%	-5.0	12	?
CCCCCC(=O)NNC(=O)Nc1ccccc1	-24%	-4%	0%	11%	3%	5%	0.7	1	nt
CCC1CCC2(CC1)SCC(=O)N2c1ccccc1 (stereo not drawn)	7%	-8%	29%	2%	2%	0%	0.0	-5	-3%
COc1ccccc1-c1ccc(Nc2cccc(C(F)(F)F)c2)nn1	-11%	-5%	-18%	10%	-1%	-7%	-0.1	-14	-24%
NS(=O)(=O)c1ccc(CNC(=O)CCSCCC(=O)NCc2ccc(S(N)(=O)=O)cc2)cc1	0%	?	-1%	7%	-4%	2%	2.7	0	14%
Cn1c(C(=O)NCC2CCCO2)cc2c(=O)n(C)c3ccccc3c21 (stereo not drawn)	2%	-2%	1%	2%	-4%	-19%	-3.3	1	3%
C=CCC(C(=O)OC)(C(=O)OC)c1ccccc1[N+](=O)[O-]	-3%	-2%	1%	-1%[57.1 µM]	-10%	2%	-0.1	2	0%
Cc1[nH]c(-c2ccco2)nc1C(=O)O	3%	-5%	0%	-13%	-16%	5%	-1.8	nt	-9%
CSc1ccc(CNC(=O)C2(C)CCCN2CC(C)C)cc1 (stereo not drawn)	-10%	-5%	-5%	-5%	-20%	-7%	-0.4	6	9%
Cc1ccc(N2CC(C(=O)Nc3nccs3)CC2=O)cc1Cl (stereo not drawn)	-6%	-5%	-5%	13%	3%	4%	1.6	nt	9%
CCCC1=C(C(=O)OCC)C(c2ccc(OC)c(C)c2OC)C(C#N)=C(N)O1 (stereo not drawn)	-7%	-13%	-1%	-25%	-25%	8%	0.1	-2	18%
COc1ccc(/C=C2\SC(=O)N(CCCC(=O)Nc3ccc(C(=O)O)cc3)C2=O)cc1OC	14%	-7%	6%	-7%	-2%	-3%	1.6	-9	2%
Cc1cccc(NC(=O)CNCC(=O)Nc2cccc(C)c2C)c1C	-9%	4%	-3%	5%	-14%	3%	0.7	2	-10%
COc1ccccc1NC(=O)CSc1nccn1Cc1ccccc1	29%	-5%	0%	-17%	7%	-1%	-3.4	7	17%
COc1ccc2c(c1OC)C(=O)N1C2SC[C@H]1C(=O)NC1CC(C)(C)NC(C)(C)C1 (stereo partly drawn)	7%	-5%	5%	0%	-22%	0%	-0.1	0	-4%
O=C(COc1coc(CN2CCCc3ccccc32)cc1=O)Nc1cccc([N+](=O)[O-])c1	3%	-1%	1%	-25%	-2%	0%	-0.3	-11	10%
Cc1noc(NS(=O)(=O)c2ccc(NC(=O)/C=C/c3ccc(C(C)C)cc3)cc2)c1C	9%	?	7%	-14%	?	-7%	-2.8	0	14%
O=C(CNC(=S)NC(=O)c1cccc([N+](=O)[O-])c1)c1ccccc1	12%	-11%	-16%	-34%[57.1 µM]	-29%	2%	-1.6	-4	31%
O=C(N1CCc2[nH]c3ccccc3c2C1)C(F)(F)F	17%	38µM*	11%	4%	-3%	0%	-1.6	-3	-19%
O=c1[nH]c(CSc2ncnc3sccc23)nc2cc(C(F)(F)F)ccc12	0%	8%	4%	-2%	-7%	-1%	3.8	-7	7%
Cc1ccc(OCCn2ccnc2)c([N+](=O)[O-])c1	-2%	6%	-3%	7%	-13%	15%	0.9	-5	24%
COC(=O)C(C)N(C(=O)c1cccc2ccccc12)c1c(C)cccc1C (stereo not drawn)	-1%	1%	18%	-2%	-2%	11%	-4.4	nt	25%
COc1ccccc1C(=O)COC(=O)COc1cccc2c1OC(C)(C)C2	-7%	-2%	?	?	-7%	11%	-4.3	1	nt
COc1ccc(-n2nc(C(=O)NCC(=O)Nc3ccccn3)c3ccccc3c2=O)cc1	28%	-3%	-4%	6%	7%	8%	-0.7	2	13%
Cc1ccccc1-c1cnc(C(O)c2ccc(Cl)cc2C)[nH]1 (stereo not drawn)	2%	-2%	3%	0%	-6%	-3%	0.4	2	-18%
COc1ccc(NC(=O)C(OC)c2ccccc2)cc1Cl (stereo not drawn)	?	-1%	3%	-3%	-15%	-12%	0.8	5	-22%
COc1ccc(CS(=O)(=O)CC(C)(O)c2ccccc2)cc1 (stereo not drawn)	-14%	-5%	0%	-3%	?	-10%	-0.3	0	-31%
Cc1nn(C)c(C)c1S(=O)(=O)N1CCCC(C(=O)NC2CCCCCC2)C1 (stereo not drawn)	4%	27µM*	2%	3%	1%	0%	-3.5	3	-8%
CCCCOC(=O)CSCC(=O)Nc1cc(C)on1	4%	1%	-13%	4%	0%	-2%	4.0	nt	-5%
Cc1ccc(S(=O)(=O)/C(C#N)=C/c2ccccc2OCc2ccccc2)cc1	0%	-7%	9%	-8%	-9%	12%	-1.6	5	-15%
O=C(Cc1ccsc1)NCC(c1ccco1)N1CCCCC1 (stereo not drawn)	5%	-10%	6%	5%	2%	-4%	3.2	-6	15%

Three entries from above, bar-delimited:
SMILES | Abeta rescue | PLK1 PBD block | aSyn yeast inh | WRN helicase inh | EPAC1 antag | EPAC1 ag | IL-2 act | PI5P4Ka inh | FUS yeast rescue
COc1ccc2c(c1OC)C(=O)N1C2SC[C@H]1C(=O)NC1CC(C)(C)NC(C)(C)C1 (stereo partly drawn) | 7% | -5% | 5% | 0% | -22% | 0% | -0.1 | 0 | -4%
Cc1noc(NS(=O)(=O)c2ccc(NC(=O)/C=C/c3ccc(C(C)C)cc3)cc2)c1C | 9% | ? | 7% | -14% | ? | -7% | -2.8 | 0 | 14%
COc1ccc(CS(=O)(=O)CC(C)(O)c2ccccc2)cc1 (stereo not drawn) | -14% | -5% | 0% | -3% | ? | -10% | -0.3 | 0 | -31%

Bioassay records deposited in PubChem BioAssay by National Center for Advancing Translational Sciences (NCATS).
